# Screening data (PubChem)
# UHRF1 MBD2 ctr: human UHRF1 methylated DNA binding inhibitors; AID 687016; UHRF1 binding to methylated oligo, TR-FRET; inhibition, % at 4.4 µM; hit rate 0.75% among 370,000; in the data active = inhibition above about 21%;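 also: UHRF1 SRA domain binding a hemimethylated CpG hairpin DNA probe; 0% = median of test compound wells and 100% = reference inhibitor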
# PLC-beta3 inh: PLC-beta3 (human) inhibition, primary screen; Q01970; Purified PLC-beta3, fluorogenic substrate, fluorescence; inhibition, % at 12.2 µM; hit rate 0.18% among 370,000; in the data active = inhibition above about 11%;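 also: 0% = median of compound wells on plate and 100% = full blocker control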
# DDE Tn7 FP inh: inhibitors of Tn7 peptide binding to human fibrin DD(E) | P02675 | inhibition, % at 8.3 µM | FP displacement of FITC-Tn7 peptide from fibrin DD(E); 0% = median of compound wells per plate | hit rate 0.13% among 370,000;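 active = inhibition above the mean of compounds falling within the control limits plus 3 SD of them, cut at about 14% in these data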;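 also: 0% = plate median of compound wells and 100% = 10 µM Aha-Tn7 peptide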
#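 Assay system: Fibrin-DD(E) protein isolated from polymerized human fibrin clots; read-out basis: percent inhibition; medium: Tris/NaCl/CaCl2 buffer, pH 7.8; signal: FP measurement; incubation: 10 min plus 3 h, room temperature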
# Tn6 DDE FP: inhibitors of Tn6 peptide binding to human fibrin DD(E). P02675. Fibrin DD(E) TRITC-Tn6 fluorescence polarization displacement. inhibition, % at 8.3 µM. hit rate 0.21% among 370,000. AID 720509;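 active = inhibition above a per-campaign cutoff: mean of compounds within control limits plus 3 SD, cut at about 15% in these data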;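 also: 0% = median of all compound wells on the plate and 100% = blocking peptide control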
# PLCg1 inh: blocks human PLC-gamma1 enzyme activity; inhibition, % at 12.2 µM; hit rate 0.84% among 370,000; P19174; purified PLC-gamma1, fluorogenic substrate, fluorescence; in the data active = inhibition above about 9.5%
# Target sequence (P19174 whole entry, looked up): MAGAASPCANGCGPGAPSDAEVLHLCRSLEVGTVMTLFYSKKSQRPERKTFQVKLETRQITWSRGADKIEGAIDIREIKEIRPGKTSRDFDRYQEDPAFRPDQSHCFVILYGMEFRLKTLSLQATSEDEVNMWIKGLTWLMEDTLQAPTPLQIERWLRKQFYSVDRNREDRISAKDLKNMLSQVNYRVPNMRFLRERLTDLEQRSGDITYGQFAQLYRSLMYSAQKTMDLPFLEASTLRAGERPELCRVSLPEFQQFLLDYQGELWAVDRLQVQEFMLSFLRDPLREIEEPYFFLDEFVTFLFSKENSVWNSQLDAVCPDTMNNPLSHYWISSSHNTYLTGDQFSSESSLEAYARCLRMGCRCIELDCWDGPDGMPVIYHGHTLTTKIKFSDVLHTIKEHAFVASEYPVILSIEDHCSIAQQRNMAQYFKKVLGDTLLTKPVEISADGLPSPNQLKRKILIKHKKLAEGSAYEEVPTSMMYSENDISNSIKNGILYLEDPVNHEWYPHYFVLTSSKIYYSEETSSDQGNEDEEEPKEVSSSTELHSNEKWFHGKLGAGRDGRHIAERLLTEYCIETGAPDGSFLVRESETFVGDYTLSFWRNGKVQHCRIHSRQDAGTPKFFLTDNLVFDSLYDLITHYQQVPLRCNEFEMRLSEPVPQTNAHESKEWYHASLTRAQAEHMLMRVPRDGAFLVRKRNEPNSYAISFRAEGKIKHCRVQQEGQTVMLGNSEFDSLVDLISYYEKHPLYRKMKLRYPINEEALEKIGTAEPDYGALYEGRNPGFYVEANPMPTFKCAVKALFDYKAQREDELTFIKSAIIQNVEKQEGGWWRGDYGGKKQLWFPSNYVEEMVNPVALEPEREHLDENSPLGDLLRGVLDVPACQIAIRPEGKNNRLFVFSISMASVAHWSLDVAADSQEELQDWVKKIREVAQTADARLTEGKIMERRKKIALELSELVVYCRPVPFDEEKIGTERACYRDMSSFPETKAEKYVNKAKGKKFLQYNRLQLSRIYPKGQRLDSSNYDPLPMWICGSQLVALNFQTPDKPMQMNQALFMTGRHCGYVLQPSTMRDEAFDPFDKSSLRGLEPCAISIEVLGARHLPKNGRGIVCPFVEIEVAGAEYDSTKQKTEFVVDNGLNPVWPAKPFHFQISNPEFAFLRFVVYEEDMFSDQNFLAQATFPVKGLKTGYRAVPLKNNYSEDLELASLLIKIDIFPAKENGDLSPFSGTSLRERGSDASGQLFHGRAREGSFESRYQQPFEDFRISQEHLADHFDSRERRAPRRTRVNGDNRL
# ARFGAP1 inh: inhibitors of rat ARFGAP1 | Q62848 | Arfgap1-stimulated ARF1 GTP hydrolysis, GDP FP detection | inhibition, % at 16.5 µM | hit rate 0.26% among 360,000 | AID 651572;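 active = inhibition above a per-plate limit, mean inhibition of low control wells plus 3 SD, cut at about 25% in these data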;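 also: 0% = DMSO wells with enzyme and 100% = wells lacking Arfgap1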
#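 System: truncated rat Arfgap1 GAP domain / Benchmarks: high control wells lacking Arfgap1, low control full reaction with DMSO / Times: compound-enzyme preincubation 20 min, reaction 120 min, detection 60 min, 25 °C / Repeats: one replicate per compound / Also added: human ARF1(Δ1-17)-GTP substrate / Measured by: Tracer-displacement fluorescence polarization with EDTA stop, 620/688 nm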
# proKLK7 act: activates the human kallikrein-7 zymogen; purified proKLK7, EDANS-DABCYL substrate fluorescence; 100% is mature enzyme control, 0% vehicle; P49862; activation, % at 7 µM; hit rate 0.9% among 370,000;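 active = activation above the mean of all tested compounds plus 3 SD, computed per campaign excluding outliers beyond control limits, cut at about 13% in these data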
# HGIII-sPLA2 inh: Inhibits HGIII-sPLA2 liposome hydrolysis, primary screen; Q9NZ20; QFRET BODIPY PC-A2 liposome hydrolysis, fluorescence; inhibition, % at 12.2 µM; hit rate 0.56% among 370,000; AID 743126;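 active = inhibition above mean plus 3 SD of compounds lying within the high and low control bounds, cut at about 19% in these data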;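 also: 0% = median of test compound wells and 100% = no enzyme DMSO wells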
# ASAP1 GAP inh: ASAP1 ArfGAP inhibition. Q9ULH1. ASAP1-stimulated ARF1 GTP hydrolysis, GDP FP detection. inhibition, % at 16.5 µM. hit rate 0.19% among 360,000; in the data active = inhibition above about 25%;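 also: 0% = vehicle with enzyme and substrate and 100% = no enzyme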
# NR1D1 modulator: modulators of human Rev-erb alpha DNA binding. P20393. Rev-erbα–FITC-DNA binding, fluorescence polarization, 90 min. activity, % at 10 µM. hit rate 0.79% among 370,000. AID 1259318;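 active = activity above about 14%, limit read from the data; passing the limit was not always enough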;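 also: 0% = DMSO wells with 35 nM protein and 100% = DMSO wells with 750 nM protein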
# Numbers without * were called inactive.
SMILES,UHRF1 MBD2 ctr,PLC-beta3 inh,DDE Tn7 FP inh,Tn6 DDE FP,PLCg1 inh,ARFGAP1 inh,proKLK7 act,HGIII-sPLA2 inh,ASAP1 GAP inh,NR1D1 modulator
Cc1ccc(NC(=O)c2sccc2SCc2cccc(C(F)(F)F)c2)cc1,-1.0,-8.5,5.4,-7.3,-19.3,-2.0,-0.5,-20.3,-3.0,0.8
CCOC(=O)[C@]12CCCC=C1N(Cc1ccc(Cl)cc1Cl)C(=O)[C@H](CC(=O)NCc1cccc(C(F)(F)F)c1)C2,-2.1,4.6,-0.9,-1.7,2.1,8.2,-0.2,-20.3,-0.9,-3.5
CCOC(=O)C1=NN(C(=O)c2ccc(OC)cc2)C(O)(c2ccc(Cl)cc2)C1 (centres undefined),0.4,-1.4,-10.7,-1.6,0.3,8.1,-0.6,-16.9,14.6,-4.8
COCC(C)n1c(SCC(=O)N2CCc3ccccc3C2)nc2ccccc2c1=O (centres undefined),1.1,-1.8,-0.7,2.5,0.8,-15.2,0.3,8.9,3.8,2.3
O=C(c1cc(C(=O)c2ccco2)cc(C(=O)c2ccco2)c1)c1ccco1,9.7,0.2,-3.8,-4.5,-0.1,0.4,-0.1,-2.4,5.2,3.9
COc1ccc(S(=O)(=O)N(C)C)cc1NC(=O)CSc1nc(N)cc(N)n1,2.8,-3.1,-0.6,-7.5,1.7,5.8,0.2,-2.6,14.1,-2.8
O=C(NNc1ncnc2c1cnn2-c1cccc(Cl)c1)c1ccco1,0.6,-6.3,4.2,0.9,-0.2,6.7,-1.4,4.1,8.8,-7.3
CCC(C)NC(=O)c1ccc(C(=O)c2ccccc2)cc1 (centres undefined),3.0,-7.7,2.3,-0.4,-2.1,3.8,-0.4,10.3,9.7,-2.1
CCOC(=O)c1cc(=O)nc(N)s1,1.4,3.4,-1.2,7.4,5.1,11.0,-0.8,6.0,2.1,3.5
O=C(COC(=O)c1ccco1)Nc1ccc2c(c1)OCCO2,0.5,2.2,-3.3,0.7,2.6,-4.6,-0.3,3.8,-0.9,-1.3
O=C(c1ccco1)N1CCN(CCOc2ccccc2)CC1,5.3,-6.7,-6.7,1.1,3.9,2.4,0.5,1.6,3.7,-4.7
COc1cc(C2=NOC(C(=O)N3CCCc4ccccc43)C2)cc(OC)c1OC (centres undefined),0.4,0.6,11.2,5.0,-0.2,7.6,-0.1,-10.5,2.6,-0.9
COc1cc(NC(=O)C2CC2C)c(C(=O)O)cc1OC (centres undefined),2.3,0.7,-6.9,2.5,2.2,8.4,0.1,7.7,3.9,-2.9
COc1ccc(C(=O)NCCS(=O)(=O)NC(C)c2ccccc2)cc1 (centres undefined),3.2,-4.3,-7.1,6.3,6.7,-3.2,0.5,1.8,1.4,2.5
COc1ccc(CCC(=O)N2CCN(c3ccc([N+](=O)[O-])cc3)CC2)cc1OC,0.0,-1.0,2.4,3.3,3.7,8.3,0.1,-2.6,-2.9,7.1

# Whole records, looked up by structure.
# Listed for CCOC(=O)c1cc(=O)nc(N)s1 = UHRF1 MBD2 ctr: 1.4; PLC-beta3 inh: 3.4; DDE Tn7 FP inh: -1.2; Tn6 DDE FP: 7.4; PLCg1 inh: 5.1; ARFGAP1 inh: 11.0; proKLK7 act: -0.8; HGIII-sPLA2 inh: 6.0; ASAP1 GAP inh: 2.1; NR1D1 modulator: 3.5
# Listed for CCC(C)NC(=O)c1ccc(C(=O)c2ccccc2)cc1 (centres undefined) = UHRF1 MBD2 ctr: 3.0; PLC-beta3 inh: -7.7; DDE Tn7 FP inh: 2.3; Tn6 DDE FP: -0.4; PLCg1 inh: -2.1; ARFGAP1 inh: 3.8; proKLK7 act: -0.4; HGIII-sPLA2 inh: 10.3; ASAP1 GAP inh: 9.7; NR1D1 modulator: -2.1

# New compounds follow
SMILES,UHRF1 MBD2 ctr,PLC-beta3 inh,DDE Tn7 FP inh,Tn6 DDE FP,PLCg1 inh,ARFGAP1 inh,proKLK7 act,HGIII-sPLA2 inh,ASAP1 GAP inh,NR1D1 modulator
CCCC(=O)c1c(NCCO)cc(C)oc1=O,-0.7,0.0,-0.7,2.2,4.5,-13.2,0.6,-1.3,5.2,-6.7
COc1ccc(C(=O)OCC(=O)NC(C)CCc2ccccc2)c(OC)c1 (centres undefined),1.5,-0.5,-0.3,-2.0,3.2,17.6,0.1,-4.1,-3.3,3.4
CCCCCc1c(-c2ccccc2)ncn1CCc1ccccc1OC,0.0,1.6,1.2,-4.9,2.0,11.9,0.1,-14.8,-8.7,-1.6
CC(=O)N1CCN(c2ccc(NC(=O)c3ccccc3Br)cc2Cl)CC1,-0.2,-0.2,1.6,4.4,1.4,-1.3,-0.5,-0.6,-2.5,-0.3
O=C(C1CCN(S(=O)(=O)c2ccc(-n3cnnn3)cc2)CC1)N1CCCCC1,-2.1,-0.1,-2.7,2.9,-0.5,11.7,0.1,-3.2,0.9,8.9
C=CCNc1nnnc2c1sc1nc(N3CCOCC3)c3c(c12)CCCC3,-1.6,-7.3,-0.8,-2.2,-0.8,-5.2,-0.1,-3.5,-14.3,-1.3
Cc1nc(C)c(C(=O)N/N=C/c2cc(Br)ccc2O)s1,3.7,-27.2,2.9,0.1,-9.7,-12.6,-14.8,7.9,-2.9,-10.3
COc1ccc(Cn2nc(C(=O)O)c3ccccc3c2=O)cc1F,0.8,-10.7,0.9,0.2,-1.7,-0.4,-0.3,7.5,1.2,2.0
COc1ccc(C(=O)O)cc1NC(=S)NC(=O)C(c1ccccc1)c1ccccc1,-3.4,-2.8,-1.4,-8.4,1.2,-0.5,-0.4,-1.9,-0.3,-0.2
COc1ccc(CN2CCN(Cc3ccccc3F)CC2)cc1OC,-1.1,-5.0,11.5,6.8,1.5,-10.7,0.7,-3.5,10.9,6.3
COc1cccc(NC(=O)CSc2nnc(NC(=O)C3CCC3)s2)c1,4.6,-4.4,-3.9,0.9,-0.6,0.7,0.1,-6.8,9.7,0.1
CCn1c(SCC(=O)c2ccc3c(c2)OCCO3)nnc1C(C)C,0.2,4.8,0.0,6.3,3.7,8.0,0.6,-7.7,5.1,-1.3
Cc1ccccc1/C=C/C1=NCCN1,-3.5,1.2,0.2,2.3,1.0,6.9,0.3,-3.9,3.7,7.1
Cc1nn(C(=O)c2ccccc2)c2c1C(=O)CC(C)(C)C2,-0.1,-3.2,2.4,2.3,-32.0,-1.2,-0.6,2.1,-4.2,-6.4
CCOC(=O)c1nc(N)sc1C(=O)OCC,2.0,-2.2,0.3,-9.2,1.4,9.4,-0.4,6.3,-4.8,4.5
C=CCNC(=O)c1cccc(NS(=O)(=O)c2ccc(Cl)cc2)c1,4.7,-5.5,0.7,-1.2,-2.3,-0.4,-0.3,-6.3,-6.3,0.8
O=c1c2cc3c(cc2[nH]c(=S)n1C1CCN(Cc2ccccc2)CC1)OCO3,-0.1,-4.6,1.2,-4.1,-1.3,-2.2,-0.2,1.1,13.8,15.1*
COc1ccc(/C=C/c2nc3sc4c(c3c(=O)o2)CCC4)cc1,-0.1,2.0,0.6,9.7,-0.3,10.4,0.1,1.8,8.5,-3.0
CC(=O)Nc1cc(-c2cccnc2)cn2c(-c3cccc(C(F)(F)F)c3)cnc12,-2.6,-32.4,4.6,3.2,-18.4,-12.3,-0.6,-6.0,-10.5,-2.9
CCCCCCCC1CC(CSc2ncn[nH]2)OC1=O (centres undefined),2.8,1.6,-3.4,3.4,1.2,-1.4,0.8,-47.4,-2.4,-1.1
CC(C)N(C(=O)CS(=O)(=O)c1ccc(Cl)c(Cl)c1)C(C)C,-1.4,3.8,-3.4,7.0,0.6,0.5,0.5,-13.7,-6.8,1.8
COC(=O)C1(C)NCCc2c1[nH]c1ccccc21 (centres undefined),-0.2,-2.2,-1.3,5.2,-1.4,-5.4,0.6,1.4,-3.1,5.6
C=CC[C@@H](CC(=O)N[C@H](CO)Cc1ccccc1)C(=O)N[C@H](COC(=O)[C@@H](CC=C)CC(=O)OC(C)(C)C)Cc1c[nH]c2ccccc12,25.8*,2.2,-1.2,2.4,4.4,5.9,-0.3,-76.4,3.7,3.8
O=C(C1CCN(C2CC(=O)N(c3cccc(Cl)c3)C2=O)CC1)N1CCCCCC1 (centres undefined),-0.3,5.4,-0.9,-1.0,0.7,1.8,0.9,1.2,-12.6,2.2
CC1C(=O)C(C)C(c2cc(Br)ccc2O)NC1c1cc(Br)ccc1O (centres undefined),-0.1,-2.8,0.7,-1.1,7.2,4.9,-0.5,-21.2,3.8,1.0
CCNC(=O)NC(=O)COC(=O)CNC(=O)COc1ccccc1,-0.1,2.2,-10.2,-1.4,-0.8,1.3,0.3,4.1,-9.1,-1.7
CCN1CCN(C(=O)c2ccc(CS(=O)(=O)Cc3ccccc3F)o2)CC1,0.0,-4.8,1.3,3.3,1.9,-1.6,-0.5,-0.9,6.6,7.1
COc1ccc(OS(=O)(=O)c2ccc(N3C(=O)CCC3=O)cc2)cc1,-3.2,-6.2,-5.5,-11.8,-1.2,2.5,0.6,-4.8,-9.4,1.3
Cc1ccc(Nc2nc(CSc3nnc(-c4ccccc4C)n3C)cs2)cc1,1.6,0.1,-1.9,1.8,0.4,19.9,0.1,3.9,12.2,-2.5
CCN(CC)C(=O)CSc1nc2sc3c(c2c(=O)n1CCCOC)CCC3,0.8,-2.0,-6.5,0.7,1.7,-2.2,-0.1,6.0,3.0,-0.7
O=C(CNc1ccccc1)N/N=C/c1c(O)ccc2ccccc12,-0.9,-33.3,-0.1,-4.8,-24.9,1.8,-1.5,5.7,1.8,-2.3
COc1ccc(CN(C)C(=O)C2CCN(C(=O)Nc3ccccc3)CC2)cc1,0.9,1.8,-3.7,3.1,1.7,-1.2,0.9,4.8,-5.7,-2.6
O=S(=O)(N[C@@H]1CC[C@H](CCNS(=O)(=O)c2ccccc2Cl)O[C@@H]1CO)c1ccccc1,5.5,-1.9,-5.9,-8.7,2.0,-4.6,-0.4,0.4,-2.9,2.0
COc1ccc(N2CCN(C3CCCN(S(=O)(=O)c4ccccc4)C3)CC2)cc1 (centres undefined),2.2,-10.8,-1.2,-3.3,-2.0,10.2,-1.3,3.4,8.1,-2.6
Cc1ccc(S(=O)(=O)c2c(C)nn(C(C)(C)C)c2OC(=O)CC(C)C)cc1,-1.5,-2.0,1.0,5.6,2.3,-8.9,0.5,0.8,-0.9,-2.2
C/C(=N\NC(=O)c1ccc(N2CCCC2=O)cc1)c1ccc(O)cc1O,0.2,-38.3,3.2,-2.8,-19.7,11.7,-9.2,7.6,5.2,4.0
CCCCN(CCCNC(=O)c1c(C)cc(=O)oc1C)c1ccccc1,4.7,4.4,2.3,-0.7,0.2,-7.2,0.0,-2.1,-9.6,1.6
Cc1ccc(-c2cc(C(=O)Nc3cccnc3)[nH]n2)c(O)c1C,-3.2,-4.1,-2.9,-22.5,-9.9,17.5,0.0,-21.3,20.4,2.1
CCN1CCN(C(=O)c2ccc(COc3cccc(Cl)c3)o2)CC1,3.4,-11.7,10.5,10.2,-0.3,8.6,-0.4,3.2,-3.7,6.2
